# PI4K2A block: blocks human PI4K2A kinase activity; purified PI4K2A, ADP-Glo luminescence, 1 h; stronger effect = lower value; 420,000 tested, 0.13% active; activity change, negative = inhibition, % at 76.9 µM; in the data active = activity change below about -50%; inconclusive = mostly about -30% to -49%;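 also: -100% = wells without enzyme as full effect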
#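 In this quantitative HTS, ADP production by PI4K2A was quantified luminescently after 1 h at ambient temperature; 100 microM adenosine served as plate-quality control.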
# IDH1 R132H inh: blocks human mutant IDH1 R132H enzyme | IDH1-R132H enzyme, NADPH consumption, diaphorase/resazurin fluorescence | Potency, µM (doses to about 76.6 µM), for inactives: at the highest dose activity change, negative = inhibition, actives largely listed as inhibitors | AID 602179 | O75874 | 390,000 tested, 0.093% active; also: potency is read from the fitted curve at half-maximal effect; % is scaled to controls: 0 for no effect and ±100 for the full control effect; nearly all actives have a fitted effect of over 65% in size
# Target sequence (O75874 whole entry R132H, stated change not applied): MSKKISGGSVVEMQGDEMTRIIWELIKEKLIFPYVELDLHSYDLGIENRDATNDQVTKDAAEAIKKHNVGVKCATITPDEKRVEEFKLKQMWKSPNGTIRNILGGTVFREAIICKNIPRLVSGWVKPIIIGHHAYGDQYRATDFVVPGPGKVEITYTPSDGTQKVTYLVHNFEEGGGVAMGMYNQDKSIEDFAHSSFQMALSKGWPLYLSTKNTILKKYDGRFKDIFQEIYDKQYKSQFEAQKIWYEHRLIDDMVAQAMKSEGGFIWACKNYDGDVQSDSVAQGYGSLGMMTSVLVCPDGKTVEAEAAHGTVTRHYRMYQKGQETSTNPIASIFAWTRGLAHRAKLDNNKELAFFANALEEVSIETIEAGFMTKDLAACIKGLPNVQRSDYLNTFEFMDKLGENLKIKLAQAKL
#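 IDH1-R132H (0.5 ug/mL) preincubated 30 min with compound, then NADPH (0.016 mM) and alpha-KG (2 mM) added; 80 min at RT, pH 7.5. Remaining NADPH coupled via diaphorase/resazurin to fluorescence (540/590 nm); concentration-response curves normalized to no-enzyme control.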
# GRP78 ERSR act: inducers of ER stress response in human glioma cells | 420,000 tested, 0.02% active | U87-MG GRP78 promoter luciferase reporter, 16 h | Potency, µM, inactives show at the highest dose activation, usual class: activators | AID 602332; also: potency is read from the fitted curve at half-maximal effect; series mostly up to about 76 µM; % of control where 0% means no effect; nearly all actives have a fitted effect of over 35% in size
#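 ERSR induction read as luciferase luminescence (Bright-Glo, 10 min at room temperature) in stably transfected human U87-MG glioma cells exposed to compounds for 16 h, using GRP78 as sensor.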
# USP1-UAF1 inh: inhibitors of human USP1/UAF1 deubiquitinase; Potency, µM (titrated, usually from 57.1 µM), inactives show at the highest dose activity change, negative = inhibition, hits mostly inhibitors; O94782; 390,000 tested, 0.23% active; recombinant USP1/UAF1, Ub-Rhodamine cleavage fluorescence; also: potency is read from the fitted curve at half-maximal effect; % is scaled to controls: 0 for no effect and ±100 for the full control effect; nearly all actives have a fitted effect of over 60% in size; inactives centre near -12
#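 High-throughput fluorogenic screen: 1nM USP1/UAF1 complex, Ub-Rho substrate 150nM final, 50mM HEPES pH 7.8 with 0.5mM EDTA, 0.1 mg/ml BSA, 1mM TCEP and 0.01% Tween-20.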
# RXFP1 agonist: agonists of human relaxin receptor RXFP1; Q9HBX9; HEK293T-RXFP1 cAMP TR-FRET, 30 min; response scale: percent of porcine relaxin response, buffer zero; Potency, µM (series often up to 57.5 µM), for the others: top-dose activation, usual class: activators; 370,000 tested, 0.3% active; also: potency is read from the fitted curve at half-maximal effect; % is scaled to controls: 0 for no effect and ±100 for the full control effect; nearly all actives have a fitted effect of over 60% in size; many of its hits are not listed in these tables
#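 cAMP rise read by TR-FRET after 30 min, 37C compound exposure (up to 58 uM) in RXFP1-transfected HEK293 cells with Ro 20174 present. EC50 from Hill-equation fits, with 29 nM porcine relaxin as 100% and buffer as basal.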
# Vif-APOBEC3F blk: inhibitors of Vif-A3F interaction; HeLa A3F-eYFP + Vif (tagged APOBEC3F with the HIV-1 protein that degrades it), YFP fluorescence increase; Potency, µM (doses to about 46.1 µM), without a hit: top-dose activity, negative = active; 390,000 tested, 0.2% active; AID 602313; also: potency is read from the fitted curve at half-maximal effect; % of control where 0% means no effect; nearly all actives have a fitted effect of over 65% in size
#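 HeLa cells stably expressing Vif plus C-terminally eYFP-tagged A3F were seeded, incubated overnight at 37 deg C, dosed with compound, incubated overnight again at 37 deg C. Yellow fluorescence (Ex 488/Em 500-530) reported blocked Vif-mediated A3F-eYFP degradation.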
# Vif-APOBEC3G blk: Vif-A3G binding inhibition. 410,000 tested, 0.076% active. Potency, µM (highest dose often 46.1 µM), inactives show at the top dose activity, negative = active, actives largely listed as inhibitors. HeLa A3G-eYFP + Vif (tagged APOBEC3G with the HIV-1 protein that degrades it), YFP fluorescence, overnight. Q9HC16;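 also: potency is read from the fitted curve at half-maximal effect; % is scaled to controls: 0 for no effect and ±100 for the full control effect; nearly all actives have a fitted effect of over 60% in size; hits raise eYFP signal because A3G escapes Vif-driven loss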
# Target sequence (Q9HC16 whole entry, looked up): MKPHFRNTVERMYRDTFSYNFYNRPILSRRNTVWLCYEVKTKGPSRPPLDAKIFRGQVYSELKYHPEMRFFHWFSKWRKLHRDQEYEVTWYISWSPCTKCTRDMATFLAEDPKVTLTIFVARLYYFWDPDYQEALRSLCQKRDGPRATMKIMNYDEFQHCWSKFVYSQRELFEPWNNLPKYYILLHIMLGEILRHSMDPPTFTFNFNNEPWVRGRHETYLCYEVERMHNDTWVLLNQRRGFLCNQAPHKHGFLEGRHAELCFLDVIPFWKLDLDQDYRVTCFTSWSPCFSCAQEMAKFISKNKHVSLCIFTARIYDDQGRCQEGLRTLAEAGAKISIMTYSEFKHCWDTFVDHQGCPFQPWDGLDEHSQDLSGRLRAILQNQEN
#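 HeLa cells stably expressing Vif and C-terminally eYFP-tagged A3G, seeded overnight at 37 deg C, then exposed to compound by pintool overnight at 37 deg C. Rise in yellow fluorescence (Ex 488/Em 500-530, Acumen) marks blocked Vif-driven A3G degradation.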
# LDHA inh: LDHA (human) enzyme inhibition; P00338; activity change, % (values are at about 110 or 230 µM); 480,000 tested, 0.15% active; purified LDHA, NADH/diaphorase-resazurin fluorescence; stronger effect = lower value; in the data active = activity change below about -30%; inconclusive = mostly about -25% to -30%;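 also: plate controls were DMSO wells for no effect and wells without enzyme for full effect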
#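 Resorufin fluorescence (ex540/em590), read at 0 and 20 min after diaphorase/resazurin addition, reports the NADH left after a 5 min room-temperature reaction of 2 nM human LDH5 with 0.06 mM NADH and 0.2 mM pyruvate.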
# TrxR1 substrate: is turned over as a substrate by rat TrxR1 | O89049 | purified TrxR1 substrate turnover, NADPH consumption readout | Potency, µM (doses to about 114 µM), inactives show top-dose activity change, negative = substrate turnover | 390,000 tested, 0.01% active; also: potency is read from the fitted curve at half-maximal effect; % is scaled to controls: 0 for no effect and ±100 for the full control effect; nearly all actives have a fitted effect of over 50% in size
#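 Rat TrxR1, dispensed at 90 nM, was prereduced with 400 uM NADPH (final) for 5 min at ~22 deg C, then incubated with compound 15 min before 400 uM selenite. A first-read NADPH fluorescence drop versus no-compound background flagged substrates.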
# Numbers without * were called inactive; ? = inconclusive; · = no result given; & = joins results of further samples; [ ] = another dose, or the depositor's remark. Unless noted, calls follow the shape of the dose curve; as a rule, active = well fitted curve in the direction sought with a large enough effect; inconclusive = small, poorly fitted or top-dose-only effect, or another doubt; inactive = no such curve, though single readings can be large; an effect the other way counts as inactive or inconclusive. The list is partial. The share of hits here may be higher or lower than overall.
SMILES,PI4K2A block,IDH1 R132H inh,GRP78 ERSR act,USP1-UAF1 inh,RXFP1 agonist,Vif-APOBEC3F blk,Vif-APOBEC3G blk,LDHA inh,TrxR1 substrate
O=C(OCc1nnc(-c2ccccc2)o1)c1ccccc1,1.3,-3.7%,-1.7%,-13.9%,0.8%,-8.0%,0.2%,-6.7,-3.9%
O=c1ccc(-c2ccc(S(=O)(=O)NCC3CCN(Cc4ccccc4F)CC3)s2)n[nH]1,5.6,-3.9%,-2.1%,-19.2%,-0.3%,-5.6%,-3.6%,-3.9,9.3%[57.1 µM]
Cc1cccc(CNC(=O)CCc2nnc(C3CCCCC3)o2)c1,-0.4,-8.0%,1.7%,-18.9%,-2.8%,-1.2%,-4.5%,-2.5,1.1%
O=c1[nH]c(=O)n(Cc2ccccc2)c2nc(-c3ccc(C(F)(F)F)cc3)n(CCO)c12,2.5,-3.3%,-4.3%,-8.1%,4.6%,-5.4%,-3.1%,3.7,159.1%[activator]
Cc1cc(C)n(-c2ccc(C(=O)NCC(c3ccco3)N3CCCC3)cc2)n1 (configuration not stated),-0.8,2.1%,-3.3%,-15.6%,-0.2%,-4.0%,-5.1%,1.3,6.1%
CCOc1ccc(N(CC(=O)NCc2ccco2)C(=O)CCC(=O)Nc2nccs2)cc1,-1.6,3.8%,1.3%,-11.3%,2.1%,10.3%,-1.3%,-5.5,4.6%[0.457 µM]
COc1cc(/C=C/CNC[C@H]2O[C@@H](n3cnc4c(N)ncnc43)[C@H](O)[C@@H]2O)ccc1O,-12.0,·,-4.3%,·,·,·,-2.9%,5.6,·
O=C(Nc1ccc(Cl)cc1)c1cnc(-c2ccccc2)nc1-c1ccccc1,1.5,-2.2%,-1.2%,-14.6%,14.7%,-5.0%,-12.1%,-22.3,1.0%
COc1cccc(C(C)N(C)Cc2nc(-c3ccoc3)oc2C)c1 (configuration not stated),-3.7,2.1%,-5.2%,-17.7%,-0.4%,6.8%,-7.6%,-1.8,-4.1%
CCOP(=O)(OCC)C(Nc1cccc([N+](=O)[O-])c1)c1ccccc1 (configuration not stated),0.7,-3.2%,-3.9%,-14.8%,1.4%,9.0%,-1.2%,-3.7,5.5%[57.1 µM]
CC1(c2cccc(Br)c2)NC(=O)N(CC(=O)Nc2ccc(S(N)(=O)=O)cc2)C1=O (configuration not stated),-3.4,9.6%,-3.5%,-6.5%,1.1%,0.6%,2.0%,-10.3,-1.8%
CN(Cc1cccc(C(F)(F)F)c1)C(=O)[C@H]1O[C@@H](n2ccc(N)nc2=O)[C@H](O)[C@@H]1O,1.1,·,-4.6%,·,·,·,0.5%,-9.8,·
Cc1cccc(C(=O)NCC(=O)OCC(=O)c2ccc3ccccc3c2)c1,·,·,-3.6%,·,·,·,-1.6%,-0.9,12.5%
O=C1CCc2cc(S(=O)(=O)NC3CCCCC3)ccc2N1,-3.0,4.0%,-2.4%,-18.4%,-1.2%,-9.8%,-0.1%,0.9,5.0%
Cc1noc(C)c1CSCC(=O)N(C)CC(=O)Nc1ccc(F)cc1,-7.6,-2.3%,-3.7%,2.7%,-1.9%,-11.9%,-0.8%,2.9,-2.2%
Nc1ncnc2c(C3OC(CO)C(O)C3O)scc12 (configuration not stated),-12.1,-0.1%,-2.9%,-15.5%,·,0.2%,-6.1%,-7.4,200.5%[activator]
CC12CCC(=O)N1C(C(=O)Nc1nc(-c3ccc(F)c(F)c3)cs1)CS2 (configuration not stated),-5.2,-1.9%,-3.2%,0.5%,-0.4%,-13.3%,0.5%,-6.5,-4.1%
COc1ccc(OC)c(Cc2nnc(CCC(=O)NCc3ccsc3)o2)c1,-2.4,7.2%,0.9%,-18.2%,3.3%,-8.3%,1.9%,-2.3,1.4%
COc1ccc([C@@H]2C[C@H]3CN(c4ccccc4)C(=O)[C@]34CCCN24)c(OC)c1OC,5.0,3.0%,-1.6%,-18.9%,-1.6%,-7.9%,-7.3%,-0.2,2.0%
CCOc1ccc(-n2c(SCC(=O)Nc3ccccc3C)n[nH]c2=O)cc1,-1.5,0.4%,-2.3%,-0.1%,0.4%,0.0%,0.8%,-5.1,-0.8%
O=C(NCCCN1CCCC1=O)c1cccc(NS(=O)(=O)c2ccc(Br)cc2)c1,3.4,2.9%,0.0%,-11.3%,0.6%,1.3%,-2.3%,-11.6,1.8%
CN(C)S(=O)(=O)c1ccc(NC(=O)C2CCCN(C(=O)c3ccc(Cl)cc3)C2)cc1 (configuration not stated),-2.7,3.5%,-2.7%,4.4%,0.0%,2.8%,0.0%,-6.7,0.9%
Cc1cc(Br)ccc1NC(=O)CN1C(=O)c2cccnc2Sc2ccccc21,1.1,·,·,-4.6%,0.2%,·,·,-0.9,-1.4%
Cc1cc(C)cc(NS(=O)(=O)c2cccs2)c1,-8.6,2.5%,-2.1%,-2.8%,-0.5%,0.7%,-8.3%,-6.2,-3.2%
Nc1c(C(=O)NCc2ccco2)sc2nc(N3CCOCC3)c3c(c12)CCCC3,-7.6,?,-5.5%,-6.9%,25.1%,-6.0%,-10.3%,0.7,103.8%[activator]

# Laid out differently: entries from further up
SMILES	PI4K2A block	IDH1 R132H inh	GRP78 ERSR act	USP1-UAF1 inh	RXFP1 agonist	Vif-APOBEC3F blk	Vif-APOBEC3G blk	LDHA inh	TrxR1 substrate
O=C(OCc1nnc(-c2ccccc2)o1)c1ccccc1	1.3	-3.7%	-1.7%	-13.9%	0.8%	-8.0%	0.2%	-6.7	-3.9%
O=c1ccc(-c2ccc(S(=O)(=O)NCC3CCN(Cc4ccccc4F)CC3)s2)n[nH]1	5.6	-3.9%	-2.1%	-19.2%	-0.3%	-5.6%	-3.6%	-3.9	9.3%[57.1 µM]

# Following part:
SMILES,PI4K2A block,IDH1 R132H inh,GRP78 ERSR act,USP1-UAF1 inh,RXFP1 agonist,Vif-APOBEC3F blk,Vif-APOBEC3G blk,LDHA inh,TrxR1 substrate
CC1(C)CNC(=O)c2sc(N3CCOCC3)nc2C1,-4.5,5.3%,-1.6%,-2.6%,3.4%,0.0%,-27.9%,-7.7,4.9%[57.1 µM]
CC(C)(C)c1cc(CCC(=O)N2CCCC2)cc(C(C)(C)C)c1O,-0.1,-3.5%,2.3%,-7.1%,3.8%,-9.7%,-0.1%,3.0,-8.3%
CCc1nnc(SCc2cccc(F)c2)nc1CC,0.8,10.8%,2.0%,-27.2%,·,-5.0%,-7.5%,2.9,2.8%
COc1cccc(Cc2nc3ccccc3nc2SCC(=O)N2CCc3ccccc32)c1,-2.7,-13.9%,-2.8%,-12.4%,5.4%,-10.1%,3.3%,-2.8,-0.2%[57.1 µM]
Nc1c(Cl)cc(/C=C2\C=Cc3ccccc32)cc1Cl,·,·,4.5%,·,·,·,-14.5%,1.9,3.1%
COc1ccc(C2=NS(=O)(=O)N(C)C(C(=O)Nc3ccc(OC)c(OC)c3)=C2)cc1,-1.1,-3.3%,-0.7%,?,0.0%,3.1%,5.9%,1.1,-0.6%[57.1 µM]
CN(C)C1=NCCN1CCc1cccc(F)c1,-5.1,15.4%,-4.6%,-14.8%,0.2%,-2.3%,-1.1%,-5.0,0.0%
COc1cccc(-c2ccc(CN3C(C)C(=O)N(Cc4cn(Cc5ccco5)nn4)CCS3(=O)=O)cc2)c1OC (configuration not stated),-2.6,·,-4.8%,·,·,·,-2.2%,-3.1,·
COc1cc(C(=O)N/C(=C\c2cn(C)c3ccccc23)C(=O)N2CCOCC2)cc(OC)c1OC,12.6,2.7%,0.6%,-4.9%,-0.9%,-7.3%,-0.5%,-3.4&-6.5,0.3%[57.1 µM]
CNc1nc(N)c([N+](=O)[O-])c(Nc2ccccc2OC)n1,3.5,4.4%,-3.2%,-7.0%,2.2%,2.2%,4.1%,-3.7,-9.2%
O=[N+]([O-])c1cccc(/C=C/c2ccncc2)c1,-0.9,7.4%,4.6%,-18.1%,-0.4%,-6.3%,-0.9%,-2.5,3.0%
O=C(O)c1ccc(N=c2oc3cc(O)ccc3cc2C(=O)NCc2ccccc2)cc1,-16.1,13.1%,4.9%,?,0.8%,-1.1%,-12.8%,-6.8,28.1%
O=C(CCn1c(=O)oc2ccccc21)NCc1ccc2c(c1)OCO2,9.4,10.3%,4.8%,-18.5%,0.3%,-9.2%,2.4%,2.1,18.2%[57.1 µM]
COc1cc(OC)c(C(=O)N2CCCC2)cc1OC,1.9,-7.1%,-7.2%,-17.6%,0.3%,14.8%,0.9%,-8.2,6.3%
COc1ccccc1NC(=O)CN(Cc1ccco1)C(=O)c1cncc(Br)c1,4.9,11.1%,-2.6%,-14.9%,2.0%,1.9%,-3.5%,-2.7,-13.0%
Cc1ccc(NC(=O)CNCc2cccs2)c(Br)c1,-4.9,3.1%,7.4%,-19.6%,-0.5%,0.5%,-6.6%,0.1,-1.2%
Cc1c(NC(=S)NC(=O)c2ccc(Br)o2)c(=O)n(-c2ccccc2)n1C,-2.3,-3.6%,-1.6%,-13.4%,-1.6%,-1.7%,1.0%,-10.3,-5.0%
CCc1ccc(S(=O)(=O)c2cn(CC(=O)Nc3ccc(F)c(Cl)c3)c3ccccc3c2=O)cc1,-1.3,-11.0%,8.2%,?,0.9%,-0.2%,-0.8%,-2.9,-6.1%
COc1ccc(-c2noc(-c3ccc(N4CCCC4)c([N+](=O)[O-])c3)n2)cc1OC,1.6,15.2%,-0.6%,-13.1%,-1.0%,-7.3%,2.0%,-1.5,-0.3%

# Source: PubChem BioAssay
